# Assay outcomes as filed in PubChem.
# SRC2 inh: human SRC2 (NCOA2) inhibition; AID 651957; inhibition, % at 9 µM; HEK293 GAL4-SRC2 luciferase reporter, luminescence; Q15596; 0.17% of 370,000 active;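 active means inhibition above the mean inhibition of all tested compounds plus 3 SD, set per campaign, cut at about 52% in these data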;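 further: 0% = DMSO treated cells and 100% = cells given Gossypol at 36 µM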
# C8 TRAIL sens: sensitizes caspase-8 expressing cells to TRAIL. NB7+C8 cells + TRAIL, ATPlite viability luminescence. inhibition (viability loss, TRAIL sensitization), % at 10 µM. 1% of 360,000 active;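 active means compounds causing at least 50% loss of cell viability in the single-dose screen, relative to plate controls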
# Vif inh: HIV Vif inhibition. HEK293T cells, Vif self-association by quenched fluorescence, imaging, 24 h. inhibition, % at 7.49 µM. 0.35% of 340,000 active; in the data active means inhibition above about 50%, passing the limit was not always enough; further: some results filed as inactive read as strong as hits
# LMP1 NFkB inh: inhibitors of Epstein-Barr LMP1-induced NF-kappaB reporter; LMP1-induced NF-kappaB luciferase reporter cells, luminescence; inhibition, % at 12.5 µM; 0.69% of 350,000 active; in the data active means inhibition above about 41%;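 further: 0% = neutral control wells and 100% = reference inhibitor control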
# COUP-TFII inh: inhibitors of human COUP-TFII (NR2F2); HEK293T NGFI-A luciferase reporter, luminescence; inhibition, % at 8.6 µM; 0.7% of 370,000 active; AID 686940;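 active means inhibition above a per-plate cutoff, mean inhibition of test wells between control levels plus 3 SD, cut at about 38% in these data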;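 further: cells cotransfected with COUP-TFII expression vector driving the NGFI-A reporter; 0% = median of COUP-TF2 test wells and 100% = reporter-only cells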
# NR5A2 inv ag: NR5A2 inverse agonism in reporter assay; O00482; HEK293T StAR-luciferase reporter, LRH-1 transfected, 24 h; inhibition, % at 3.6 µM; 0.13% of 360,000 active; AID 602396;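 active means inhibition above the mean inhibition of all tested compounds plus 3 SD, cut at about 73% in these data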;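 further: 0% = DMSO wells and 100% = reporter-only cells lacking LRH-1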
# TROY NFkB inh: TROY signaling inhibition | 0.98% of 360,000 active | AID 1347056 | inhibition, % at 10 µM | Q293 LMP1-TROYcd NF-kB luciferase reporter, 4 h;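 active means compounds whose plate-normalised and pattern-corrected inhibition of the luciferase reporter signal at the single screening dose is 50% or more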
# SRC1 inh: human NCOA1 inhibition | inhibition, % at 3.6 µM | AID 588354 | 0.12% of 360,000 active | HEK293 GAL4-SRC1 luciferase reporter, luminescence | Q15788;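 active means inhibition above the campaign mean plus 3 SD, with each screening campaign given its own cutoff, cut at about 60% in these data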;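 further: 0% = DMSO treated cells and 100% = gossypol at 36 µM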
# NOD2-RIPK2 inh: NOD2-RIPK2 protein interaction inhibition | O43353 | CHO BLA complementation NOD2-RIPK2, CCF4 ratio | inhibition, % at 4.98 µM | 0.38% of 360,000 active; in the data active means inhibition above about 21%;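 further: 0% = vehicle only and 100% = reference blocker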
# SRC3 inh: inhibits human SRC3 coactivator. Q9Y6Q9. HEK293 GAL4-SRC3 luciferase reporter, luminescence. inhibition, % at 3.6 µM. 0.17% of 360,000 active. AID 588352;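 active means inhibition above a per-campaign cutoff, the mean of all compounds plus 3 SD, cut at about 60% in these data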;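 further: 0% = DMSO-treated cells and 100% = gossypol-treated cells at 36 µM; higher means less SRC3-driven luciferase light from the GAL4 reporter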
# TLR9-MyD88 inh: inhibitors of human TLR9-MyD88 binding; AID 504734; inhibition, % at 4.98 µM; Q9NR96+Q99836; 0.21% of 340,000 active; CHO BLA complementation TLR9-MyD88, CCF4 FRET ratio;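 active means inhibition above the mean over all tested compounds plus 3 SD, cut at about 21% in these data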;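 further: 0% = DMSO only wells and 100% = clavulanate BLA inhibitor control wells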
# Target sequence (Q99836 whole entry, looked up): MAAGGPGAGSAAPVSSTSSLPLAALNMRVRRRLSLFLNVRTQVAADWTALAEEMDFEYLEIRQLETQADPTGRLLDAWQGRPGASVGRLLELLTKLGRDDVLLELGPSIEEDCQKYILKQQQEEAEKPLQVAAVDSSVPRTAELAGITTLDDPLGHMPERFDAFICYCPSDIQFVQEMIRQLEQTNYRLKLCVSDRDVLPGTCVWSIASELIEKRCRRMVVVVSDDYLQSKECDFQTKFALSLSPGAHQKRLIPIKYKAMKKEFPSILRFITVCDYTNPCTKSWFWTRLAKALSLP
# Target sequence (Q9NR96 whole entry, looked up): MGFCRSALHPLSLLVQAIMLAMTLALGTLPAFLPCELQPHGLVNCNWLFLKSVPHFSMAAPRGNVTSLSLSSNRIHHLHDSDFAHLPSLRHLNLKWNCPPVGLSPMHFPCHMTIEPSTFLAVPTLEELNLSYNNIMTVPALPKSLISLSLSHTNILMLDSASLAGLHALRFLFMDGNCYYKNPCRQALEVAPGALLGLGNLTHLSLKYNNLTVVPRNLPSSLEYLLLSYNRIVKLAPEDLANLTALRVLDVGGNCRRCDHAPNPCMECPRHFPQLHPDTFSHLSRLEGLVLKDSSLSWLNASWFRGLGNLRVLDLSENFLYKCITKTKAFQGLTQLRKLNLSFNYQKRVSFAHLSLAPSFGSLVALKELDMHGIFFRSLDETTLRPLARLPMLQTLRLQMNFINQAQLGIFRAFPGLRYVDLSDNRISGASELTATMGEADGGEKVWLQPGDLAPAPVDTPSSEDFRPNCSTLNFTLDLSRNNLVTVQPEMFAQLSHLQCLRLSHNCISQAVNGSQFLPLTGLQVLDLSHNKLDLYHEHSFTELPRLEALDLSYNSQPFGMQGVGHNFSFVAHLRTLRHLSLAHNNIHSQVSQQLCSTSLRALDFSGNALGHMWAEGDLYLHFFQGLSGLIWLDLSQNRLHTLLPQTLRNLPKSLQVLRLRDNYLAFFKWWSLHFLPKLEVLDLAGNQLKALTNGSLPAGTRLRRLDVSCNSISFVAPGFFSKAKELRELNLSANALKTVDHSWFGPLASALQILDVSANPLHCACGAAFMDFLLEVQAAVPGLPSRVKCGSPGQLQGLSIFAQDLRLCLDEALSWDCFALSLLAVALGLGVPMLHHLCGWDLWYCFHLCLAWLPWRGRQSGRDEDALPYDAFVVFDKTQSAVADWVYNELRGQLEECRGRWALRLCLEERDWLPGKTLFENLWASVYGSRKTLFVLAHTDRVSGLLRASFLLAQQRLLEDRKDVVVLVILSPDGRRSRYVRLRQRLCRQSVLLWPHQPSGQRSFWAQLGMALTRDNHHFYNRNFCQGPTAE
# Numbers without * were called inactive; . = no result given. This is a subset. The share of hits here may be higher or lower than overall.
SMILES,SRC2 inh,C8 TRAIL sens,Vif inh,LMP1 NFkB inh,COUP-TFII inh,NR5A2 inv ag,TROY NFkB inh,SRC1 inh,NOD2-RIPK2 inh,SRC3 inh,TLR9-MyD88 inh
Cc1ccc(C)c(C(=O)COC(=O)C(C)N2C(=O)C3C4CCC(C4)C3C2=O)c1 (centres undefined),-3.3,2.6,-9.0,-3.8,8.7,-14.4,-10.5,-15.0,-7.7,1.8,10.6
CCOC(=O)C1=C(COC(=O)[C@H](C)NS(=O)(=O)c2ccc(NC(C)=O)cc2)NC(=O)NC1C (some centres undefined),-19.1,-15.7,-6.4,-7.7,0.3,-2.4,-0.5,-0.8,-8.5,-7.8,3.6
Cc1ccsc1C(=O)OCC(=O)NCCNC(=O)COC(=O)c1sccc1C,12.1,-5.8,.,-1.0,-1.2,-20.4,-13.8,-20.1,-17.8,-9.1,-1.3
CCn1c(SCC(=O)N2CCCC2)nnc1-c1ccco1,3.7,-5.3,-2.8,4.6,-1.9,-17.1,0.2,-2.2,-11.7,4.0,-7.3
Cc1ccsc1C(=O)N1CCCC(C)(C(=O)O)C1 (centres undefined),11.5,-6.5,-14.2,.,6.6,-4.7,-2.1,-6.0,13.2,-16.3,.
COC(=O)C(NC(C)=O)(Nc1nc2c(C)cc(C)cc2s1)C(F)(F)F (centres undefined),-16.8,16.6,6.8,-11.9,2.4,1.6,6.3,-7.8,-0.9,9.0,1.3
O=C1CCCCN1CC(=O)N1CCCC(Nc2ccc(F)c(F)c2)C1 (centres undefined),12.6,-15.2,-5.2,-4.3,9.7,-3.5,13.3,-3.2,-2.6,-7.4,-9.3
O=C1OCCC1N1C(=O)c2ccccc2S1(=O)=O (centres undefined),-13.1,-13.6,-4.5,10.9,10.0,-5.4,-3.8,-1.7,-1.0,-1.2,-7.5
COc1ccc2[nH]c(O)c(NC(C)=O)c2c1,20.4,0.6,16.1,-2.8,5.3,0.7,13.4,-5.0,0.7,17.6,1.1
COc1cccc(CNC(=O)c2ccc(N3CCOCC3)c([N+](=O)[O-])c2)c1,3.5,6.5,18.1,6.5,4.9,1.1,13.6,-11.6,7.0,3.6,3.3
O=C(N/N=C/c1ccsc1)c1ccccn1,-85.3,18.9,10.6,-12.6,-34.5,-164.1,-49.8,-158.6,1.7,-70.0,1.1
Cc1cc(SCC(=O)OCC(=O)N2CCCC2=O)c(C)cc1Br,-3.1,-9.7,-5.1,-5.0,-4.1,-12.3,-10.9,-24.1,-10.7,-1.4,-6.8
CCOc1ccc2nc(SCc3ccccc3C#N)sc2c1,-42.4,-5.7,-4.9,-38.0,-47.4,-59.5,-52.7,-75.5,4.5,-63.0,11.7
CCCN1Cc2cccc(C(=O)N3CCN(c4ccccc4)CC3)c2C1=O,1.5,-22.5,-0.6,-11.6,-1.9,4.8,3.1,-6.5,-6.4,1.0,-4.4
COc1ccc(NC(=O)Cc2ccc(C)c(C)c2)cc1S(=O)(=O)N1CCCCC1,29.0,5.3,3.5,5.1,21.5,19.2,-2.1,-7.5,-2.6,-4.8,-5.2
CCOC(=O)C1=C(C)NC(=O)NC1c1ccc(NC(C)=O)cc1 (centres undefined),10.2,0.6,2.3,3.5,5.0,-9.9,1.1,-7.5,-2.6,10.9,8.0
CC(=O)Nc1cccc(NC(=O)CSc2ncc(-c3ccccc3)[nH]2)c1,-30.3,2.3,-1.5,-15.0,1.6,14.1,-14.1,-19.8,-0.1,-11.2,13.6
COCOCCn1cc(CN2CCS(=O)(=O)N(Cc3ccc(-c4ccccc4)cc3)C(CC(C)C)C2=O)nn1 (centres undefined),21.1,6.8,15.8,2.0,-2.1,3.1,4.9,4.2,0.4,5.9,-2.7
CCOC(=O)c1sc2nc3c(cc2c1N)COC(C(C)C)C3 (centres undefined),-38.7,46.0,0.8,-7.3,7.8,-60.4,65.8*,-36.1,-1.9,-21.3,4.6
Cc1ccc(Nc2nnc(SCC(=O)NCC3CCCO3)s2)cc1 (centres undefined),-2.1,-5.2,-3.1,1.1,-15.1,-22.7,-21.0,-5.9,-3.3,-0.3,-9.8
COc1ccc(C[C@H]2CN3C(=NC[C@@H]3C(C)C)N2C[C@H](C)NC(=O)c2ccc(C)c(Br)c2)cc1,-2.2,14.1,-5.8,-23.6,-7.1,3.5,-24.8,3.2,-9.6,0.8,-3.7
CCOc1ccc(NC(=O)C2CCCN2C(=O)NC2CCCCC2)cc1 (centres undefined),-6.4,1.8,8.3,2.3,6.7,6.8,-3.8,9.3,-5.5,8.2,-0.9
Cc1cc(NCc2ccccc2)n2ncnc2n1,-1.3,1.5,0.7,3.0,-6.1,-8.9,2.1,-26.6,4.6,20.4,-8.8
CCC(C)(C)n1nnnc1C(c1ccc(N(C)C)cc1)N1CCN(C2CCCCC2)CC1 (centres undefined),-15.1,13.5,3.3,7.4,15.0,-6.5,1.3,4.2,1.8,11.6,8.8
O=S(=O)(/N=C(/Nc1nc2ccccc2s1)c1ccccc1)c1ccc(F)cc1,-50.2,5.0,-6.4,-23.0,-20.1,-101.2,-31.4,-78.2,-7.1,-52.5,-3.5
SMILES,SRC2 inh,C8 TRAIL sens,Vif inh,LMP1 NFkB inh,COUP-TFII inh,NR5A2 inv ag,TROY NFkB inh,SRC1 inh,NOD2-RIPK2 inh,SRC3 inh,TLR9-MyD88 inh
COc1cccc(C(=O)N2CCCN(C)CC2)c1OC,5.1,-3.9,2.0,-4.8,12.3,13.4,-6.1,16.6,-2.9,-0.9,-10.8
CCn1c(CCNC(=O)c2ccc(C)cc2)nnc1SCc1ccc(Cl)c(Cl)c1,-3.5,-1.6,1.0,-6.1,-18.7,5.5,16.6,-34.4,4.8,5.9,-5.4
Cc1ccc(C2(C)NC(=O)N(CC(=O)N3c4ccccc4NC(=O)CC3C)C2=O)cc1 (centres undefined),11.2,-2.0,-6.1,2.8,-15.3,-8.8,9.3,-4.3,-1.9,-8.2,-11.1
CCNC(=O)CC1C(=O)N(c2ccc(OC)cc2)C(=O)N1Cc1ccc(OC)cc1 (centres undefined),4.2,-8.0,1.7,6.0,4.4,-21.7,-6.0,-9.3,-13.5,2.6,8.4
Cc1nnc(OCc2nc3ccccc3n2C)c2ccccc12,-43.4,-4.0,-6.5,2.4,-28.4,-79.5,-26.4,-25.2,3.6,-10.9,-7.1
O=c1n(Cc2ccccc2)nc2n1-c1ccccc1SC2,-19.1,-19.9,0.2,-16.6,-0.6,-53.2,-45.8,-36.2,-12.4,-22.7,0.9
CC1=NN(C(N)=S)C(=O)C1N=Nc1cccc([N+](=O)[O-])c1 (centres undefined),7.0,-9.9,-6.5,-1.4,9.5,13.2,-13.3,-15.9,-2.2,4.9,-9.2
Cc1cc(N2CCOCC2)cc(C)[n+]1[O-],-38.7,8.0,10.4,7.9,4.2,15.5,-6.7,9.9,-2.7,-22.6,3.6
CCC(C)(NC(=O)c1ccc2c(c1)OCO2)C(=O)NC1CCCCC1 (centres undefined),-14.8,-4.9,-0.2,1.1,10.0,10.9,6.9,0.9,-5.3,18.0,-6.1
O=C(CN1CCN(Cc2ccccc2)CC1)Nc1cccc(Br)c1,-10.5,10.4,6.7,-4.2,9.4,13.3,-2.7,10.2,-4.8,-3.6,6.5
N#CNC1=NCN(CCc2ccccc2)CN1,-12.9,-9.9,-9.3,3.1,9.2,1.2,-12.5,4.9,-0.2,20.3,-11.5
COc1ccc(C2SCCN2C(=S)Nc2cccc(Cl)c2)cc1 (centres undefined),2.2,0.8,19.3,3.9,5.8,-0.3,9.3,13.9,0.1,9.2,9.1
CC(NC(=O)C1CCN(S(=O)(=O)c2ccc(Br)s2)CC1)c1ccccc1 (centres undefined),2.6,-10.7,-18.0,-4.9,9.6,-2.8,7.8,7.2,-6.4,-6.1,-7.7
COc1cccc(S(=O)(=O)NCc2ccc(C(=O)Nc3ccc(Cl)cc3)cc2)c1,-9.5,25.7,-0.3,14.8,23.9,-7.5,36.5,5.5,11.8,0.7,1.6
O=c1oc2ccccc2n1Cc1ccccc1F,-2.9,-1.5,-2.1,-5.6,2.5,9.0,2.4,-9.7,-22.3,5.1,1.0
CCCN1CCN(CCCNC(=O)CCNC(=O)Cn2ccc3ccccc3c2=O)CC1,-31.8,17.8,5.3,-27.4,-4.7,-9.7,7.0,-16.3,-4.9,1.9,1.6
O=c1c2ccccc2nc2n1CCCS2,4.1,1.9,-0.8,11.2,0.8,-6.0,-10.4,3.8,-8.8,27.0,-5.2
O=C(c1ccc(Cl)cc1)N1CCC(C(=O)N2CCN(c3ncccn3)CC2)CC1,-1.3,1.3,-3.4,9.3,-10.5,-0.7,-11.0,-12.9,-0.5,-34.0,0.4
Cc1ccc(/C=C2/SC(=O)N(CC(=O)N3CCOCC3)C2=O)s1,-22.7,-2.0,-13.0,-28.8,-3.4,6.4,-44.1,-12.3,0.6,-13.4,2.0
CCOC(=O)c1c(NC(=O)CSc2n[nH]c(-c3ccco3)n2)sc(C)c1C,-10.2,-15.7,-28.7,1.2,15.4,-9.2,-2.7,8.8,-0.2,4.8,-2.8
COc1c(Cl)cccc1-c1cn2ccccc2n1,-53.8,73.3*,13.4,-25.2,-39.9,-98.7,-38.4,-134.4,-5.5,-90.7,10.1
CCOC(=O)N1CCN(CC(=O)c2ccc(O)c(C)c2O)CC1,-3.7,-3.4,17.1,-4.6,0.7,-6.6,-15.4,-25.4,-11.9,-35.2,-0.8
O=S(=O)(c1ccc(F)cc1)c1nc(-c2ccco2)oc1Nc1ccc(F)cc1,3.7,7.8,-1.4,-0.2,3.0,0.6,-1.3,-2.4,-1.9,9.3,-2.2
CCCCn1nnnc1C(c1ccccc1OC(F)(F)F)N1CCN(C/C=C/c2ccccc2)CC1 (centres undefined),-11.8,-1.0,4.5,.,1.3,28.1,6.3,-0.5,-3.6,-5.3,.
O=C1CCC(C(=O)N2CCCCO2)CN1CCc1ccccc1 (centres undefined),-45.8,-17.6,-9.2,-21.3,-24.8,-81.5,-46.4,-63.4,-7.1,-57.5,10.4
CC(C)(C)CN1C(=O)C(=O)NC[C@@H]1Cc1ccc(O)cc1,7.8,-6.1,.,-13.6,-0.3,-3.9,-17.8,-5.4,-8.2,-7.5,1.6
O=C(CC(=O)NCc1ccccc1)NCc1ccccc1,-4.6,8.3,-3.8,-2.4,12.6,5.2,5.0,-13.4,2.2,-8.2,1.7
CN(c1ccc(C(=O)Nc2ccccc2C(=O)N2CCOCC2)cc1)S(C)(=O)=O,18.0,-10.0,-3.8,0.7,4.0,1.5,3.8,3.6,1.5,-9.7,3.5

# Single entries from the list.
# Cc1ccc(C2(C)NC(=O)N(CC(=O)N3c4ccccc4NC(=O)CC3C)C2=O)cc1 (centres undefined) – COUP-TFII inh = -15.3
# O=c1n(Cc2ccccc2)nc2n1-c1ccccc1SC2 – Vif inh = 0.2
